B2AR arrestin: qHTS assay of beta-arrestin-biased ligands of beta2-adrenergic receptor | beta-arrestin recruitment to beta2AR, cell-based reporter | Beta-2 adrenergic receptor (Homo sapiens), P07550 | AID 492947, 2010 | 0.02% of 330,000 active | Potency, µM (doses to about 46.1 µM), without a hit: at the top dose activation, most hits filed as activators;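 also: potency is read from the fitted curve at half-maximal effect; 0% = DMSO controls and full agonism = EC100 isoproterenol or metaproterenol; nearly all actives have a fitted effect of over 65% in size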
Target sequence (P07550 whole entry, looked up): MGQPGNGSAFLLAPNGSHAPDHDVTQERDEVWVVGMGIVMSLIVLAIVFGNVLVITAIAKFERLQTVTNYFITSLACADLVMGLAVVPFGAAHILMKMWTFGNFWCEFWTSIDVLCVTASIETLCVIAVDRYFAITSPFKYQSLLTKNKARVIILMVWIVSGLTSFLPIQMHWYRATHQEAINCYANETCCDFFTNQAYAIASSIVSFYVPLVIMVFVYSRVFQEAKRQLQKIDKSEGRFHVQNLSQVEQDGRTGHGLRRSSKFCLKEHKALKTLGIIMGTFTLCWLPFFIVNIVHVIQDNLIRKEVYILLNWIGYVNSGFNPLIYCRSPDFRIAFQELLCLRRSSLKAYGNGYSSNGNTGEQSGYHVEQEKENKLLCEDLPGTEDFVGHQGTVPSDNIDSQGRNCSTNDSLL
GALK inh: qHTS Assay for Inhibitors of Human Galactokinase (GALK); AID 1868, 2009; P51570; 0.007% of 270,000 active; Purified GALK, Kinase-Glo residual ATP luminescence; Potency, µM (highest dose often 57.5 µM), for the others: at the highest dose activity change, negative = inhibition, usual class: inhibitors; also: potency is read from the fitted curve at half-maximal effect; % is scaled to controls: 0 for no effect and ±100 for the full control effect
Target sequence (P51570 whole entry, looked up): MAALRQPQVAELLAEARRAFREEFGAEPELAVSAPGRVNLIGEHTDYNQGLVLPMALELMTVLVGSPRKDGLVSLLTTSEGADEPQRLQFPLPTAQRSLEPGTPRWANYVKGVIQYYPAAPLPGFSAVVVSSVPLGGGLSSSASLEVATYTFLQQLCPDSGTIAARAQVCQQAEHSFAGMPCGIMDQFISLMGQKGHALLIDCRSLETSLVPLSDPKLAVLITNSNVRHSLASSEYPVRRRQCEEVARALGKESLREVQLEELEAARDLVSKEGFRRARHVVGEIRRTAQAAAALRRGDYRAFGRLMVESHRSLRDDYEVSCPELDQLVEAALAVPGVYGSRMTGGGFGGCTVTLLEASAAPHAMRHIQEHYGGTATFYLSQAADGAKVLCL
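Galactose (100 uM) and ATP (35 uM) were turned over by 5 nM GALK for 1 h at RT. Kinase-Glo Plus then converted the remaining ATP into a luminescent signal.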
Menin MLL FP TR: qHTS Assay for Inhibitors Targeting the Menin-MLL Interaction in MLL Related Leukemias: Competition With Texas Red Labeled MLL-derived Mutant Peptide; Potency, µM (titrated, usually from 61.6 µM), for inactives: top-dose FP activity change, negative = inhibition, actives largely listed as inhibitors; 0.23% of 270,000 active; AID 1768, 2009; O00255; Menin + Texas Red MLL mutant peptide, fluorescence polarization; active = well fitted inhibition curve with a large enough effect in the polarisation, with a control signal flat, not every such curve was filed as active; inconclusive = small, poorly fitted or top-dose-only effect, or effect the other way, or a change in a side signal; inactive = no such curve, though single readings can be large or run the other way; the % refers to the polarisation; also: potency is read from the fitted curve at half-maximal effect; % of control where 0% means no effect; many of its hits are not listed in these tables
PTAP TSG101 blk: qHTS Assay for Iinhibitors of HIV-1 Budding by Blocking the Interaction of PTAP/TSG101 | Tumor susceptibility gene 101 protein (Homo sapiens), Q99816 | Fluorescence polarization, FITC-PTAP peptide / Tsg101 binding | Potency, µM (highest dose often 115 µM), for the others: at the top dose activity change, negative = inhibition, actives largely listed as inhibitors | 340,000 tested, under 10 active; active = well fitted inhibition curve with a large enough effect in the main read-out, with a control signal flat, not every such curve was filed as active; inconclusive = small, poorly fitted or top-dose-only effect, or effect the other way, or a change in a side signal; inactive = no such curve, though single readings can be large or run the other way; also: potency is read from the fitted curve at half-maximal effect; % of control where 0% means no effect
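Tsg101 binding domain (10 uM final) was mixed with compound and a FITC-labeled PTAP peptide (50 nM final) in HEPES pH 7.5 buffer with NaCl, Tween 20, EDTA and TCEP; fluorescence polarization was read after 20 min at r.t.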
Tb PFK block: qHTS Assay to Find Inhibitors of T. brucei phosphofructokinase | ATP-dependent 6-phosphofructokinase (Trypanosoma brucei brucei), O15648 | Potency, µM (titrated, usually from 57.5 µM), without a hit: top-dose activity, negative = inhibition, hits mostly inhibitors | 0.17% of 330,000 active | T. brucei PFK, ADP-Glo luminescence;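 also: potency is read from the fitted curve at half-maximal effect; 0% = uninhibited 1x PFK enzyme wells and -100% = no-enzyme wells; nearly all actives have a fitted effect of over 60% in size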
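Luminescent ADP detection (ADP-Glo, two-step: ATP depletion then ADP-to-ATP conversion for luciferase) reported PFK activity after 45 min room-temperature reaction of 1.25 nM enzyme with 0.5 mM F6P and 0.1 mM ATP at pH 8.0.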
a7 integrin act: qHTS for Activators of Integrin-Mediated Alleviation for Muscular Dystrophy. 0.064% of 350,000 active. Potency, µM (doses to about 38.3 µM), for inactives: top-dose activation, most hits filed as activators. alpha7betagal myoblasts, beta-gal FDG fluorescence, 48 h;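 also: potency is read from the fitted curve at half-maximal effect; 100% = response of the positive control SU9516; nearly all actives have a fitted effect of over 60% in size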
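alpha7betagal+/- myoblasts (passage 13, 250/well) treated 48 h at 37C with compounds at 1:260 dilution of DMSO stock. Lysed, then beta-galactosidase activity read as FDG fluorescence (ex 480/em 540) after 30 min, with pre-read for autofluorescence.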
Coupling enz: qHTS Assay for Inhibitors of Fructose-1,6-bisphosphate Aldolase from Giardia Lamblia: Coupling assay counterscreen | coupling enzyme system counterscreen, AmpLite Red fluorescence | activity change, negative = inhibition, % at 58.2 µM, hits read low | 0.67% of 290,000 active | AID 2472, 2010; in the data active = activity change below about -30%; also: % is scaled to controls: 0 for no effect and ±100 for the full control effect
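Coupling enzymes only (glyceraldehyde-3-phosphate) + compound, at 57.5 uM final, 10 min RT; add substrate/coupling/AmpLite Red mix, 20 min RT; fluorescence ex 525/em 598 nm. Actives flag coupling-system interference.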
PKM2 act: qHTS Assay for Activators of Human Muscle isoform 2 Pyruvate Kinase | purified PKM2, Kinase-Glo ATP luminescence, activation; response scale: 0% is enzyme alone, no compound | Potency, µM (titrated, usually from 57.5 µM), for inactives: top-dose activation, actives largely listed as activators | 0.34% of 260,000 active | AID 1631, 2009; also: potency is read from the fitted curve at half-maximal effect; % is scaled to controls: 0 for no effect and ±100 for the full control effect; nearly all actives have a fitted effect of over 55% in size
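hPK-M2, >95% pure; 0.1 mM ADP / 0.5 mM PEP final; imidazole pH7.2 buffer w/ 7 mM MgCl2, 50 mM KCl; 1 h RT; Kinase-Glo lum. Intermediate enzyme activity for dual inhibitor/activator qHTS.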
ASM inhibitor: Inhibitors of Secretory Acid Sphingomyelinase (S-ASM): qHTS; Sphingomyelin phosphodiesterase (Homo sapiens), P17405; placental ASM, HMU-PC fluorogenic substrate, 60 min; Potency, µM (doses to about 57.5 µM), inactives show at the highest dose activity change, negative = inhibition, hits mostly inhibitors; 0.006% of 340,000 active; AID 504937, 2011; also: potency is read from the fitted curve at half-maximal effect
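Fluorogenic HMU-PC substrate (9 uM final) is turned over by placental ASM in 60 min at 37 C after a 10 min compound preincubation. Reaction ended by alkaline stop (pH 10), with fluorescence read at 386/447 nm.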
BCR signal inh: qHTS Assay to Find Inhibitors of Chronic Active B-Cell Receptor Signaling | ABC-DLBCL IkBa-CBG/CBR reporter, luminescence ratio, 4 h | Potency, µM (doses to about 46.1 µM), for inactives: at the highest dose ratio change, negative = lower green/red ratio, actives largely listed as inhibitors | 0.05% of 340,000 active | AID 493014, 2011; active = well fitted inhibition curve with a large enough effect in the signal ratio, with a control signal flat, not every such curve was filed as active; inconclusive = small, poorly fitted or top-dose-only effect, or effect the other way, or a change in a side signal; the % refers to the signal ratio;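 also: potency is read from the fitted curve at half-maximal effect; plate controls were basal doxycycline-induced cells for no effect and cells given 10 µM MG132 for full effect; MG132 reads +100%, hits lower the ratio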
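TMD8 human ABC-DLBCL cells with doxycycline-inducible IκBα–green luciferase fusion and unfused red luciferase, in 0.5% FBS medium; compounds up to 46 uM, 4 h at 37C. Green/red luminescence ratio, filter-overlap corrected, fitted to concentration-response curves.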
Giardia killer: Small Molecules that selectively kill Giardia lamblia: qHTS | activity change, % at 7.66 µM, hits read low | Giardia lamblia trophozoite viability | 0.15% of 340,000 active | AID 540267, 2011; in the data active = activity change below about -80%; inconclusive = between about -30% and that limit;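 also: parasites exposed to compound for two days anaerobically before the ATP read; % is scaled to controls: 0 for no effect and ±100 for the full control effect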
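Giardia lamblia trophozoites (100 cells/well) were incubated with compounds for 48 h at 37 deg C under anaerobic conditions. Viability was read as ATP content by one-step luminescence after 15-30 min at room temperature.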
* = called active by the depositor; i = inactive; ? = inconclusive; . = no result given; [ ] = dose if it differs, or a comment. Unless noted, calls follow the shape of the dose curve; as a rule, active = well fitted curve in the direction sought with a large enough effect; inconclusive = small, poorly fitted or top-dose-only effect, or another doubt; inactive = no such curve, though single readings can be large; an effect the other way counts as inactive or inconclusive.

Sequence of screens: PKM2 act	Tb PFK block	B2AR arrestin	Menin MLL FP TR	GALK inh	Coupling enz	PTAP TSG101 blk	a7 integrin act	ASM inhibitor	BCR signal inh	Giardia killer
- CCn1ncc(CN2CCCC(C(=O)Nc3cccc(-c4cc5ccccc5[nH]4)c3)C2)c1C (stereo unspecified)
    0%	3%	0.5%	21%	2%	0	-1%	-64%[inhibitor]	-18%	?	3
- COC(=O)CNc1n[nH]c(=S)[nH]c1=O
    0%	0%	-0.7%	2%	0%	-2	2%	6%	0%	-3%	-29
- COc1ccc(S(=O)(=O)N2CCC3(CC2)OCCN3S(=O)(=O)c2c(C)cc(C)cc2C)cc1
    .	-7%	-0.2%	.	.	.	0%	-32%	2%	-1%	-6
- O=C(CN1CCN(CC(=O)Nc2ccccc2Cl)CC1)NCC1(N2CCOCC2)CCCCC1
    .	3%	-0.7%	.	.	.	0%	-14%	3%	1%	0
- COc1cc(/C=C2\CC/C(=C\c3cc(OC)c(O)c(OC)c3)C2=O)cc(OC)c1O
    23%	-30%	0.1%	24%	-2%	-34*	6%	-53%[inhibitor]	-26%	?	-6
- O=C1[C@@H](Oc2ccccc2)[C@@H](c2ccncc2)N1c1ccccc1
    .	-1%	-0.2%	.	.	.	0%	-4%	3%	0%	-11
- COc1ccc(CCc2cc(OC)cc(=O)o2)cc1
    9%	5%	-1.0%	.	-2%	4	-8%	-15%	0%	?	18
- CN(C)c1nc(NC(C)(C)C)nc(NC(C)(C)C)n1
    6%	-10%	-0.3%	-9%	2%	0	-2%	-15%	4%	2%	-9
- CCOP(=O)(OCC)C(NC(=O)C(F)(F)F)c1ccccc1 (stereo unspecified)
    -4%	-2%	-0.3%	-8%	1%	3	-7%	-9%	3%	1%	-2
- CCOC1=NN(c2ccc(Cl)cc2)C(=O)/C1=C\N(C)C
    0%	0%	0.1%	?	1%	7	1%	5%	3%	9%	-7
- COc1cc(/C=C2/SC(=S)N(CC(=O)NC(C)(C)C)C2=O)cc(OC)c1OC
    0%	-7%	-0.9%	4%	1%	-2	-4%	-11%	-11%	-9%	11
- COc1cccc(CNC(=O)C2CCN(S(=O)(=O)N3CCCC3)CC2)c1
    -11%	1%	-0.1%	15%	-2%	-2	-4%	-14%	0%	0%	-16
- COc1ccccc1CNC(=O)C(C)Sc1ccsc1[N+](=O)[O-] (stereo unspecified)
    -17%	-3%	0.1%	-11%	-3%	-2	0%	-20%	0%	2%	?
- COc1ccc(CC(NC(C)=O)C(=O)NC2CCN(c3nnnn3-c3ccccc3)CC2)cc1OC (stereo unspecified)
    3%	9%	-0.2%	-1%	-2%	-1	.	.	.	2%	.
- O=S(=O)(Nc1nccs1)c1ccc(Nc2nnc(-c3ccccc3)c3ccccc23)cc1
    4%	?	0.0%	?	-3%	4	3%	4%	8%	-10%	65[activator]
- CCN(C(=O)CSc1nnnn1-c1ccccc1)c1c(N)n(Cc2ccccc2)c(=O)[nH]c1=O
    19%	5%	0.3%	-14%	-3%	1	0%	-20%	6%	-1%	0
- COc1ccc(-c2c(-c3ccc(OCC(=O)NN)cc3O)n[nH]c2C)cc1OC
    .	0%	0.4%	-22%	1%	-2	-3%	-1%	-1%	?	-11
- O=C1CN(C(=O)COC(=O)CNC(=O)c2ccc(Br)o2)c2ccccc2N1
    1%	5%	-0.1%	15%	11%	-1	-6%	16%	1%	-2%	3
- Cc1cc(NC(=O)CSc2ncc(C(=O)O)n2-c2ccc(F)cc2)no1
    .	-3%	-0.1%	.	.	.	-2%	-14%	4%	-2%	-6
- O=C1C[C@H]2[C@H](CO)[C@@H](OC(=O)c3ccc(-c4ccccc4)cc3)C[C@H]2O1
    0%	2%	-0.8%	.	1%	-2	-1%	?	-10%	?	35[activator]

Next section:
Sequence of screens: PKM2 act	Tb PFK block	B2AR arrestin	Menin MLL FP TR	GALK inh	Coupling enz	PTAP TSG101 blk	a7 integrin act	ASM inhibitor	BCR signal inh	Giardia killer
- CN(C)S(=O)(=O)c1ccc(C(=O)NNc2nc(-c3ccccc3)c3cc(Br)ccc3n2)cc1
    -5%	1%	-0.7%	11%	2%	-2	-2%	-3%	-18%	3%	-1
- NC(=O)COC(=O)c1cccnc1Nc1ccccc1F
    -1%	-5%	-0.1%	18%	1%	0	-1%	5%	3%	-6%	6
- COc1ccc(F)c(CN(C)CC2CCCN(CCc3ccc(F)cc3)C2)c1 (stereo unspecified)
    0%[11.5 µM]	0%	0.4%	?	1%	0	-1%	-54%[inhibitor]	3%	8%	?
- CCn1ncc(/C=N\NC(=O)c2cc(-c3ccc(C)cc3C)nc3ccccc23)c1C
    0%	0%	-0.1%	13%	-3%	2	-6%	-8%	-10%	?	-10
- COC(/C=C/Nc1ccc(C)cc1)=C(C#N)C#N
    -5%	0%	0.1%	2%	-1%	1	-5%	3%	24%	?	-7
- O=C(Nc1cccc(-c2cccc(Cl)c2)c1)C1CCN(Cc2ccon2)CC1
    8%	-15%	-0.6%	23%	-7%	-3	-7%	12%	-9%	0%	-25
- COc1ccc(C(=O)c2sc(Nc3ccccc3F)nc2N)cc1
    .	0%	-0.5%	?	3%	1	1%	-7%	-9%	?	14
- CCc1ccc(-c2nc(CN3CCC(C(=O)NCc4ccc(F)cc4)CC3)c(C)o2)cc1
    -11%	0%	0.5%	0%	1%	1	-1%	9%	-9%	?	28
- CC(C)C[C@H](NC(=O)c1nc[nH]c1C(=O)NCCCCCNC(=O)OC(C)(C)C)C(=O)OCc1ccccc1
    2%	5%	0.2%	?	-4%	-9	-8%	-1%	-6%	?	9
- Cc1ccsc1C(=O)OCC(=O)Nc1c(Cl)cccc1C(F)(F)F
    1%	3%	-0.8%	9%	1%	-2	-6%	11%	3%	-4%	1
- COc1ccc(C2CC(c3ccc(OC)cc3OC(C)=O)=NN2C(=O)c2ccccc2)cc1 (stereo unspecified)
    .	-1%	0.6%	-9%	-5%	-1	-2%	-14%	-6%	?	1
- CC(C)Cn1c(N)c(C(=O)NCC2CCCO2)c2nc3ccccc3nc21 (stereo unspecified)
    27%	2%	0.1%	13%	2%	-47*	-8%	9%	i	?	-4
- CCOC(=O)C(CC(C)C)CP(=O)(O)CNC(=O)OCc1ccccc1 (stereo unspecified)
    5%	0%	0.2%	10%	-1%	1	0%	-6%	2%	6%	-11
- CC(=O)c1cccc(NC(=O)C(=O)Nc2cccc3ccccc23)c1
    -17%	1%	-0.5%	29%	-1%	-1	0%	8.9µM*	1%	.	0
- CCOC(=O)c1ccc(S(=O)(=O)N2CC(=O)Nc3ccccc32)cc1
    6%	1%	-0.7%	15%	7%	0	-12%	-13%	12%	2%	9
- Cc1ccc(-c2nsc(SCC(=O)NCC3CCCO3)n2)cc1 (stereo unspecified)
    0%	-7%	-0.1%	-8%	-2%	0	-4%	10%	8%	0%	-9
- N#C/C(=C\Nc1ccccc1O)c1nc2ccccc2o1
    6%	9%	-1.0%	?	0%	-5	1%	0%	-17%	?	-22
- COc1ccc(CN2CCN(C(=O)c3cc(-c4cccnc4)nc4ccc(Cl)cc34)CC2)c(OC)c1OC
    -3%	-2%	-0.3%	-5%	0%	0	-3%	-4%	0%	-1%	9
- C=CCN1C(=O)c2ccc(C(=O)OCC(=O)Nc3ccc(S(N)(=O)=O)cc3)cc2C1=O
    .	11%	-0.4%	.	.	.	-5%	-20%	4%	1%	-23
- CC(C)Sc1cc(N2CCCC2)nc(-c2ccccc2Cl)n1
    -2%	2%	-0.3%	8%	3%	0	2%	-16%	-3%	0%	6

Some of the compounds tested; rates above refer to the full screens.
